High-throughput results: PubChem, ICCB-Longwood Screening Facility, Harvard Medical School
PV pol inh – inhibitors of poliovirus RNA polymerase binding and polymerization; poliovirus polymerase elongation, fluorescence polarization; hits give low values; % elongation, % (compound at 16.7 µg/mL); hit rate 0.66% among 150,000; AID 588519; in the data active = % elongation below about 90%; also: some results filed as inactive read as strong as hits
Target sequence (P03300 1749-2209 limits assumed): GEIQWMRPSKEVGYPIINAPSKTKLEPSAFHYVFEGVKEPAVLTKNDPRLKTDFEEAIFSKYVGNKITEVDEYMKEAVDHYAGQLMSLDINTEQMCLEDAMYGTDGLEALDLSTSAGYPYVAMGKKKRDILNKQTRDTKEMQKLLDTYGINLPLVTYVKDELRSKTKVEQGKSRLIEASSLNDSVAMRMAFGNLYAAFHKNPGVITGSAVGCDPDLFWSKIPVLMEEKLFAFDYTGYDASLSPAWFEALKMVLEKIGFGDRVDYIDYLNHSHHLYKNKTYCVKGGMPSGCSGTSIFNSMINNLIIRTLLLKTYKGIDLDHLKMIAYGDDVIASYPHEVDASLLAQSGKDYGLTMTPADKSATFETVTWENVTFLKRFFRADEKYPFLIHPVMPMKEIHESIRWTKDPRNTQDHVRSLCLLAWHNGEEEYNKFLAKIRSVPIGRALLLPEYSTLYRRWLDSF
PV pol inh FP z-score – second read-out of PV pol inh, no call of its own (marks repeat the call); z-score; measured here: FP z-score; hits read low
Active calls of the source: *. Only part of the results is shown; the hit share may differ from the screen's.

SMILES | PV pol inh | PV pol inh FP z-score
O=C(NCSCc1cccc(C(F)(F)F)c1)Nc1ccc(F)c(Cl)c1 | 99 | -0.9
COc1ccccc1-c1noc(CSc2nc3ccc(C)cc3[nH]2)n1 | 104 | -0.1
Cc1ccc(C)c(NC(=O)c2ccccc2NC(=O)C2CCCO2)c1 (configuration not stated) | 101 | -0.3
Cc1ccc2c(CC(=O)OCc3ncc(-c4ccccc4)o3)coc2c1 | 102 | -0.2
CCSC1=N/C(=C/c2ccsc2)C(=O)N1c1ccccc1 | 98 | -0.3
Cc1onc(-c2ccccc2)c1C(=O)NC1CCCC1 | 107 | 0.5
COc1ccc(CN2C(=O)C(NC(=O)c3ccc(C)cc3)(C(F)(F)F)N=C2c2ccccc2)cc1 (configuration not stated) | 107 | 0.7
CCCCn1c(SCC(=O)c2ccc3c(c2)NC(=O)CO3)nc2cc(S(N)(=O)=O)ccc21 | 104 | 0.4
COC(=O)c1cc2occc2n1Cc1nc(-c2ccccc2F)oc1C | 107 | 0.2
COCCNC(=O)C(=O)NCC(c1cccnc1)N1CCN(c2ccccc2F)CC1 (configuration not stated) | 114 | 1.5
CCOC(=O)C(Cc1ccc(O)cc1)NC(C)=O (configuration not stated) | 99 | -0.2
CN1CCN(c2nc(-c3ccc[nH]3)cs2)CC1 | 99 | -0.6
O=C1CC(c2ccccc2)CC(O)=C1C=NCCN1CCN(C2OC(=O)c3ccccc32)CC1 (configuration not stated) | 104 | 0.6
CN1CC(c2ccccc2)OC1=O (configuration not stated) | 104 | 1.5
Cc1cccc(NC(=O)Cn2c(=O)n(Cc3nc(-c4ccccc4)no3)c(=O)c3ccccc32)c1 | 106 | -0.4
CCOC(=O)c1c(C)n(-c2ccc(N(C)C)cc2)c2ccc(OC)cc12 | 104 | 0.6
C/C(=N\NC(=O)C1CCN(S(=O)(=O)c2ccccc2)CC1)c1ccccc1 | 100 | -0.3
COc1ccccc1NC(=O)N1c2ccccc2Sc2ccccc21 | 103 | -0.5
O=C(O)c1ccccc1Cn1ccnc1 | 100 | -0.4
Nc1nnc(CC(=O)c2ccccc2)c(=O)[nH]1 | 101 | 0
CN1C(=O)/C(=c2\sc3nc(-c4ccccc4)nn3c2=O)c2ccccc21 | 105 | 0.2
COc1ccc(-n2c(/C=C\c3ccccc3F)nc3ccccc3c2=O)c(OC)c1 | 111 | 0.6
COc1ccc(OCCn2cc(C=C3C(=O)N(C)C(=O)N(C)C3=O)c3ccccc32)cc1 | 101 | 0.1
Cc1ccn(CN2CCN(Cn3ccc(C)n3)C2=S)n1 | 101 | -0.1
O=C(NCCCN1CCCC1=O)Nc1cnc2ccccn2c1=O | 99 | -1.7
O=S(=O)([N-]c1nc2ccccc2nc1-[n+]1ccccc1)c1ccccc1 | 103 | 0
O=C(C1CCCN(S(=O)(=O)c2ccc(Cl)cc2)C1)N1CCCC1 (configuration not stated) | 100 | -0.5
O=C(CSc1ccc(-c2ccco2)nn1)N1CCCC1 | 102 | 0.5
COC(=O)C1=C(O)c2ccccc2S(=O)(=O)N1C | 101 | -0.4
O=C1c2ccccc2C(=O)N1CC(=O)n1nc(-c2cccnc2)nc1NCc1cccs1 | 102 | 0.1
Cn1c(=O)c(=O)n(C)c2cc(S(=O)(=O)CCC(=O)N3CCCCC3)ccc21 | 102 | -0.2
COc1cccc(-c2noc(-c3ccccc3C)n2)c1 | 104 | 0.9
COC(=O)c1c(C)oc(C)c1S(=O)(=O)N1CCCCC1 | 97 | -1.1
COc1ccccc1-c1nnc(C2CCN(S(=O)(=O)c3ccccc3)CC2)o1 | 109 | 0.5
C1=C(c2ccccc2)Nc2ncnn2C1c1ccco1 (configuration not stated) | 95 | -0.5
CC(O)CCc1nc2ccc(C(=O)O)cc2[nH]1 (configuration not stated) | 103 | 0.2
Cc1noc2ncn(CC(=O)NCCc3ccccc3)c(=O)c12 | 101 | -0.2
CC(=O)Nc1ccc(NC(=O)CNC2CCC(C)CC2)cc1 (configuration not stated) | 99 | -0.5
CC(=O)O[C@H]1C(=O)[C@@]2(C)[C@H](O)C[C@@H]3OC[C@]3(OC(C)=O)[C@@H]2[C@@H](OC(=O)c2ccccc2)[C@@]2(O)C[C@@H](OC(=O)[C@@H](O)[C@H](NC(=O)c3ccccc3)c3ccccc3)C(C)=C1C2(C)C | 101 | 0.3
COC(=O)C1=C(C)NC(=O)C1(Nc1nc2ccccc2s1)C(F)(F)F (configuration not stated) | 102 | 0.4
CCN(CC)S(=O)(=O)c1ccc2c(c1)N(CC(=O)Nc1ccc(OC)cc1)C(=O)CS2 | 102 | -0.8
CCSc1nnc(-c2cc(Br)ccc2N)c(=O)[nH]1 | 101 | -0.3
Cc1[nH]c2ccc(C(=O)OCC(=O)c3cc4ccccc4o3)cc2c1C | 105 | 0.1
Cc1ccccc1-c1nc(CS(=O)(=O)CC(=O)NCCCN2CCN(C)CC2)c(C)o1 | 105 | 0
Cc1sc2ncnc(N(C)C3CCCCC3)c2c1C | 101 | -0.3
CCn1c(CSc2ncccn2)nc2cc(C(=O)O)ccc21 | 86 | -2.1
Cc1nc2ccccc2c(C)c1CC(=O)N1CCN(c2ccc(O)cc2)CC1 | 108 | 0.7
COc1ccc(CN(C(=O)c2ccccc2F)C2CCS(=O)(=O)C2)cc1 (configuration not stated) | 100 | -1.3
CCOc1ccc(C(NC(=O)c2ccco2)NC(=O)c2ccco2)cc1OC | 100 | -0.1
Cc1nn(-c2ccc(N3CCOCC3)nn2)c(C)c1CCC(=O)NCc1ccc(OC(C)C)cc1 | 108 | 0.4

Later entries
SMILES | PV pol inh | PV pol inh FP z-score
CC(C)(C)c1ccc(/C=C/C(=O)Nc2ccc(S(N)(=O)=O)cc2)cc1 | 105 | 0.1
Cn1c(C(C#N)/C(=N\S(=O)(=O)c2ccccc2)c2ccccc2)nc2ccccc21 (configuration not stated) | 101 | -0.1
O=C(Cn1c(-c2cccs2)cc2cc(Cl)ccc21)N1CCN(c2ccccc2)CC1 | 114 | 0.7
Cc1oc(-c2ccccc2)nc1CSc1nnc(C)n2c1cc1sccc12 | 98 | -1.7
Cc1nc2sccn2c1C(=O)N/N=C\c1ccc(CNS(=O)(=O)c2ccc(Cl)cc2)o1 | 101 | -0.1
COc1ccc(NC(=O)Cn2nnc(C(=O)NCCc3ccccc3)c2N)cc1 | 112 | 0.7
COc1ccccc1C(=O)OCC(=O)N1CCCCCC1 | 103 | 0.7
O=C(COc1ccc2c3c(c(=O)oc2c1)CCC3)c1ccc(N2CCCC2)cc1 | 101 | 0.4
COc1ccc(NC(=O)c2ccc(COc3cccc(C)c3)o2)cc1 | 102 | -0.1
CCOc1ccc(Br)cc1S(=O)(=O)n1cccc1 | 99 | -0.7
c1ccc(CNCc2cccn2-c2nnc(N3CCCCC3)s2)cc1 | 102 | 0.9
O=C(Nc1ccc(F)c(Cl)c1)N1CCN2CCCCC2C1 (configuration not stated) | 108 | -0.1
CSc1nc(Nc2ccc(C)cc2)c(C#N)c(-c2ccccc2)n1 | 100 | -1.4
Cc1ccn(CCC(=O)O)n1 | 100 | 0.1
CC(NC(=O)C1=Cc2ccccc2OC1)c1ccccc1 (configuration not stated) | 106 | -0.1
C1CCC(NC2=NCCC2)CC1 | 101 | -0.1
COC(=O)c1oc2c(c1C)C(=O)CCC2 | 107 | 1.4
COc1cc2c(cc1OC)C(=NC(C)C(=O)O)NC(C)(C)C2 (configuration not stated) | 104 | 0.1
Cn1cc(C(F)(F)F)ccc1=S | 99 | -1
O=C(COCc1cc(-c2cccs2)on1)N1CCN(c2ccc(F)cc2)CC1 | 105 | -0.6
COc1cc(C(=O)NCCc2sc(-c3ccc(C)cc3)nc2C)cc(OC)c1OC | 105 | -0.5
O=C(CSc1nnnn1-c1ccc2c(c1)OCCO2)c1ccc2c(c1)OCCO2 | 99 | -0.9
CC(C)NC(=O)N(Cc1ccccc1)Cc1cccs1 | 98 | -0.9
CC1CCN(CC(=O)N2CCN(c3ccccc3)CC2)CC1 | 101 | -0.6
O=C(O)C(Cc1ccccc1)NS(=O)(=O)c1cccc2cccnc12 (configuration not stated) | 100 | -0.4
CCCC(C(=O)O)N1Cc2ccccc2C1=O (configuration not stated) | 103 | 0.2
O=C1CN(C(=O)COC(=O)Cc2ccccc2)c2ccccc2N1 | 101 | -0.2
Cc1cccc(NC(=O)CCCN2C(=O)CCC2=O)c1C | 102 | 0.3
CCCSc1ncc(Cl)c(C(=O)Nc2ccc(OC)cc2OC)n1 | 105 | -0.5
CCCCSc1nc2sc3c(c2c(=O)n1-c1ccccc1C)CC(C)(C)OC3 | 103 | -0.5
CN1CCC(=NNC(=O)c2ccc3c(c2)NC(=O)C(C)(C)O3)CC1 | 103 | 0.6
CCCn1c2ccccc2c2cnn(CC(=O)NCCCOC(C)C)c(=O)c21 | 108 | 0.4
O=C(COc1ccc(F)cc1)N(c1ccccn1)C1CCCCC1 | 99 | -0.3
COc1ccc(N2CCN(/C=C3\C(=O)N(c4ccc(C)cc4)C(=O)c4ccccc43)CC2)cc1 | 97 | -1.1
CCC(C)NC(=O)C1CCN(S(=O)(=O)c2ccc3c(ccn3CC)c2)CC1 (configuration not stated) | 113 | 1.6
O=c1c(O)cccc2cc(O)c(O)c(O)c12 | 100 | 0.3
CCc1ccc(C(=O)NCc2cccs2)s1 | 101 | 0.1
CCCCNC(=O)CSc1nc2nc(C)c(Cc3c(F)cccc3Cl)c(C)n2n1 | 103 | -0.6
COc1cccc(CNCCCN2CCOCC2)c1OCc1ccc(C)cc1 | 99 | -0.9
COc1ccc(C2(c3ccc(OC)cc3)NC(=O)N(Cn3nnc4ccccc4c3=O)C2=O)cc1 | 108 | 0.6
Cc1nn(-c2ccc(Cl)cc2)c2sc(C(=O)NC3=NCCS3)cc12 | 101 | -0.3
CN(C)c1ncc(C(=O)NCc2ccccc2Cl)cn1 | 106 | 0.1
COc1ccc(NC(=O)c2ccco2)cc1NC(=O)COc1ccc(Cl)c(C)c1 | 106 | 0.3
O=C(CSc1ccccn1)NC(=O)c1ccccc1 | 101 | -0.1
COc1ccc(C(C#N)N2N=C(C)CC2c2ccccc2)cc1 (configuration not stated) | 104 | 0.2
COc1cc(OC)cc(C(=O)Nc2cc(C)nn2-c2ccccc2)c1 | 102 | 0.2
CNS(=O)(=O)c1cc(-c2nnc(Nc3cc(C)ccc3C)c3ccccc23)ccc1C | 105 | 0
COc1ccc(-c2cc(C(F)(F)F)nc(SCC(=O)NCC(C)C)n2)cc1OC | 106 | 0.6
N#Cc1ccccc1NC(=O)c1cccn(Cc2ccccc2)c1=O | 112 | 1.1
O=C1C=C2C3CCN(CC3)C2CC1 (configuration not stated) | 103 | 0.4

Later entries
SMILES | PV pol inh | PV pol inh FP z-score
Cc1cccc(-c2nn3c(=O)cc(CN4CCN(C(=O)/C=C/c5ccccc5)CC4)nc3s2)c1 | 103 | -1.1
CNC(=O)C1OC(C)(C(C)(C)C)OC1C(=O)NC (configuration not stated) | 103 | 0.3
Cc1ccccc1NS(=O)(=O)c1cc(-c2onc(C)c2C)ccc1C | 102 | 0.7
CCN(CC)S(=O)(=O)c1ccc(NC2c3ccccc3C(=O)N2Cc2ccccc2)cc1 (configuration not stated) | 103 | 0.4
COC(=O)c1ccc(CSc2nnc(SCc3ccc(C(=O)OC)o3)s2)o1 | 103 | 0.2
CC(C)Oc1ccc(CNC(=O)CCn2c(=O)c3cccn3c3ccc(F)cc32)cc1 | 114 | 1.2
Cc1cccc(C(C)C)c1NC(=O)COC(=O)Cc1ccsc1 | 102 | 0.3
O=C(CCS(=O)(=O)c1ccc(Cl)cc1)OCc1ccccc1 | 100 | -0.4
O=S(=O)(c1ccc2nc3c(nc2c1)-c1cccc2cccc-3c12)N1CCOCC1 | 107 | 0.6
CC(c1ccccc1)N1CCn2c(nc3cc(NC(=O)c4cccc(Br)c4)ccc32)C1 (configuration not stated) | 101 | -0.3
O=C(CCN1C(=O)C2C3C=CC(C3)C2C1=O)N1CCCCC1 (configuration not stated) | 103 | 0.5
COc1ccc(OCCBr)cc1 | 104 | 0.4
COc1ccc(-n2c(=O)c3sc4ccccc4c3n(Cc3ccccc3C)c2=O)cc1OC | 108 | 1.3
Cc1ccc(CNc2ccc(-c3nc(C(C)C)no3)cc2[N+](=O)[O-])cc1 | 107 | -0.1
CCn1nnc2cc(C(=O)Nc3cc(C)ccc3C)ccc21 | 115 | 1.6
C=CCNc1c2c(nc3cc(-c4cc(OC)cc(OC)c4)nn13)CCC2 | 102 | -0.1
CC1CCN(C(=O)COC(=O)CCN2C(=O)S/C(=C\c3cccs3)C2=O)CC1 | 101 | -0.3
